Screens (PubChem BioAssay)
HT1080 IDH1KD tx: qHTS for induction of synthetic lethality in tumor cells producing 2HG: qHTS for the HT-1080-IDH1KD cell line; HT-1080 IDH1 knockdown viability, ATP luminescence, 48 h; Potency, µM (doses to about 46.1 µM), for inactives: at the highest dose activity, negative = toxicity, usual class: cytotoxic; 360,000 tested, 2% active;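 also: potency is read from the fitted curve at half-maximal effect; 0% = DMSO wells and -100% = cell-free medium wells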
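Viability of IDH1-knockdown HT-1080 fibrosarcoma cells was assessed by CellTiter-Glo after 48 h at 37 °C with titrated compound; concentration-effect curves were classified by fit quality and response size.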
SW480 rerep: A quantitative high throughput screen for small molecules that induce DNA re-replication in SW480 colon adenocarcinoma cells | AID 624297, 2012 | SW480 DNA re-replication, Hoechst DNA content imaging, 48 h | 340,000 tested, 1.8% active | Potency, µM (doses to about 46.1 µM), without a hit: at the top dose re-replication activation, actives largely listed as activators; also: potency is read from the fitted curve at half-maximal effect; % of control where 0% means no effect; nearly all actives have a fitted effect of over 55% in size
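Quantitative HTS format with DMSO vehicle controls; 48 hr drug incubation at 37 C, then 40 min Hoechst staining and scanning imager measurement at 405 nm excitation.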
MCF10A rerep: A quantitative high throughput screen for small molecules that induce DNA re-replication in MCF 10a normal breast cells | MCF 10A DNA re-replication, Hoechst nuclear intensity, 48 h | Potency, µM (doses to about 46.1 µM), without a hit: at the top dose activity, positive = re-replication, hits mostly activators | 350,000 tested, 2.9% active | AID 624296, 2012; also: potency is read from the fitted curve at half-maximal effect; % of control where 0% means no effect; nearly all actives have a fitted effect of over 50% in size
WRN inhibitor: qHTS for Inhibitors of WRN Helicase; Bifunctional 3'-5' exonuclease/ATP-dependent helicase WRN (Homo sapiens), Q14191; WRN helicase unwinding, fluorescent forked duplex, kinetic; Potency, µM (titrated, usually from 114 µM), for inactives: at the top dose activity change, negative = inhibition, actives largely listed as inhibitors; 360,000 tested, 0.46% active; AID 651768, 2012; also: potency is read from the fitted curve at half-maximal effect; % is scaled to controls: 0 for no effect and ±100 for the full control effect; nearly all actives have a fitted effect of over 55% in size
Target sequence (Q14191 whole entry, looked up): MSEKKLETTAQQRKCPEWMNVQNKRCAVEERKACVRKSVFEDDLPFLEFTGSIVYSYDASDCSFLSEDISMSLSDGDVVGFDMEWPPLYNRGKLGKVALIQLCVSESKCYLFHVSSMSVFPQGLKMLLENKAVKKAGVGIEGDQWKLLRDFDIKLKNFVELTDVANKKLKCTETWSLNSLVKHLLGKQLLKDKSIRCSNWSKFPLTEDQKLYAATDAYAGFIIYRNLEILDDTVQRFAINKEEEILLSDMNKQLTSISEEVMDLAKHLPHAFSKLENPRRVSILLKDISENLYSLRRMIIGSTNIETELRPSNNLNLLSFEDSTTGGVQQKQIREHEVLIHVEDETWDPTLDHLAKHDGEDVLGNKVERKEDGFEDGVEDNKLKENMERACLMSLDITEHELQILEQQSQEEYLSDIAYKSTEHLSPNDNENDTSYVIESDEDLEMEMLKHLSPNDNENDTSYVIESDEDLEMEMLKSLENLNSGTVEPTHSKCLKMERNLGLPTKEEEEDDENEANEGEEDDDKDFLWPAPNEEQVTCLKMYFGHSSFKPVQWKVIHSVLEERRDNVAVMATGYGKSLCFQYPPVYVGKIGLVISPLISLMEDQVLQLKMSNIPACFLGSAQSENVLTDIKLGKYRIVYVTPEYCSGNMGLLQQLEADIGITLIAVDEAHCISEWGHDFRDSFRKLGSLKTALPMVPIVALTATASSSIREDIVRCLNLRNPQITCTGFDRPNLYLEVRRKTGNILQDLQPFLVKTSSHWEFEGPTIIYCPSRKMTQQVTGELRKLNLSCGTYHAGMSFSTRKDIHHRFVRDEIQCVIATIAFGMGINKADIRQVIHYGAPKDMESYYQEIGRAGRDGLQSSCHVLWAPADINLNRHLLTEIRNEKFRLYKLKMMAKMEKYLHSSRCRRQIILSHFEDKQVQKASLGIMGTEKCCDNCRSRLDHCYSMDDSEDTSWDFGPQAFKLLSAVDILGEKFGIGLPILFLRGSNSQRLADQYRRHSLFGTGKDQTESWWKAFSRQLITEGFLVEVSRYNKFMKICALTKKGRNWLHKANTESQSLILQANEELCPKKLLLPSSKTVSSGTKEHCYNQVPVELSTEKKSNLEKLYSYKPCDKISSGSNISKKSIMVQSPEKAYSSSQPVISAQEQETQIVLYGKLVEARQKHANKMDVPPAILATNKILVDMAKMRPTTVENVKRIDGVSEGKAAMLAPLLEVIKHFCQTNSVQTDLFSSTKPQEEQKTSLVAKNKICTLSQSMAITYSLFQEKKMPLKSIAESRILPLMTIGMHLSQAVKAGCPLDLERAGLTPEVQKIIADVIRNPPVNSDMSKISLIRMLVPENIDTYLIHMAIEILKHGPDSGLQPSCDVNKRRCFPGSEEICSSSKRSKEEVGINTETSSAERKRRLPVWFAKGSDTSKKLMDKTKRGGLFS
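Enzyme (20 nM final) and test compound sit together 15 min at room temperature before substrate addition. Substrate is a single-forked duplex oligonucleotide (100 nM) labelled with fluorophore and quencher, with 2 mM ATP; helicase unwinding raises red fluorescence, read kinetically.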
ATXN2 expr inh: Primary qHTS for Inhibitors of ATXN expression | HEK-293 ATXN2-luciferase reporter, luminescence, 24 h | Potency, µM (titrated, usually from 57 µM), inactives show top-dose activity change, negative = inhibition, usual class: inhibitors | 360,000 tested, 0.72% active | AID 1745845, 2022; also: potency is read from the fitted curve at half-maximal effect; % is scaled to controls: 0 for no effect and ±100 for the full control effect; nearly all actives have a fitted effect of over 55% in size
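ATXN2-luciferase reporter cells (luciferase flanked by upstream and downstream ATXN2 gene portions) were treated 24 h at 37 °C with compounds at up to 57 uM. SteadyGlo luminescence gave expression; GF-AFC fluorescence gave viability.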
IL-1B inflam inh: qHTS for Inhibitors of Inflammasome Signaling: IL-1-beta AlphaLISA Primary Screen; THP-1 LPS/ATP IL-1B secretion, AlphaLISA, 16 h; stronger effect = lower value; activity change, % at 57.5 µM; 360,000 tested, 4.7% active; in the data active = activity change below about -50%; inconclusive = mostly about -30% to -49%; also: % is scaled to controls: 0 for no effect and ±100 for the full control effect
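THP-1 cells pretreated 1 hr with compounds (up to 57.5 uM final), then stimulated with LPS (250 ng/mL final) plus ATP (1.25 mM final); secreted IL-1B measured by AlphaLISA after 16 hr, decreased signal indicating inhibition.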
HT1080-NT tox: qHTS for induction of synthetic lethality in tumor cells producing 2HG: qHTS for the HT-1080-NT fibrosarcoma cell line | HT-1080-NT fibrosarcoma viability, CellTiter-Glo ATP luminescence, 48 h | Potency, µM (highest dose often 46.1 µM), for inactives: at the highest dose activity, negative = less viability, actives largely listed as cytotoxic | 360,000 tested, 1.6% active | AID 686970, 2013;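 also: NT is the 2HG producing partner of a matched IDH1 knockdown line; potency is read from the fitted curve at half-maximal effect; 0% = DMSO-treated cells and -100% = media-only wells without cells; nearly all actives have a fitted effect of over 55% in size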
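Luminescent CellTiter-Glo readout after 48 hours of compound exposure at 37 degrees C defined viability of HT-1080-NT cells. Activity was normalized to DMSO wells and cell-free media wells; concentration-response curves were fitted and assigned curve classes.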
KB-V1 MDR tox: qHTS assay for MDR1-selective chemotherapeutics: Primary screen using the drug-selected MDR subline cells KB-V1; KB-V1 MDR cells viability, CellTiter-Glo, 72 h; Potency, µM (series often up to 46.1 µM), inactives show at the top dose activity change, negative = cytotoxicity, usual class: cytotoxic; 400,000 tested, 3.4% active; also: potency is read from the fitted curve at half-maximal effect; % is scaled to controls: 0 for no effect and ±100 for the full control effect; nearly all actives have a fitted effect of over 60% in size
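KB-V1 cells (P-gp-expressing MDR subline of KB-3-1) in phenol-red-free DMEM with 10% FBS were exposed to library compounds over a concentration series for 72 h at 37 degrees C. Viability read by CellTiter-Glo luminescence; concentration-effect curves fitted after normalization.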
KB-3-1 tox: qHTS assay for MDR1-selective chemotherapeutics: Primary screen using the parental adenocarcinoma cell KB-3-1 | KB-3-1 viability, CellTiter-Glo ATP luminescence, 72 h | 400,000 tested, 1.4% active | Potency, µM (titrated, usually from 46.1 µM), for the others: at the top dose activity change, negative = cytotoxic, actives largely listed as cytotoxic; also: potency is read from the fitted curve at half-maximal effect; % is scaled to controls: 0 for no effect and ±100 for the full control effect; nearly all actives have a fitted effect of over 60% in size
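72 h, 37 °C compound treatment of KB-3-1 parental cells; CellTiter-Glo added, 10 min, luminescence read. Data corrected against DMSO-only plates and normalized before curve fitting.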
* hit, by the source's call; ? = inconclusive; · = not tested or not shown; [ ] = remark or other dose. Unless noted, calls follow the shape of the dose curve; as a rule, active = well fitted curve in the direction sought with a large enough effect; inconclusive = small, poorly fitted or top-dose-only effect, or another doubt; inactive = no such curve, though single readings can be large; an effect the other way counts as inactive or inconclusive.

SMILES	HT1080 IDH1KD tx	SW480 rerep	MCF10A rerep	WRN inhibitor	ATXN2 expr inh	IL-1B inflam inh	HT1080-NT tox	KB-V1 MDR tox	KB-3-1 tox
CCOc1cc(/C=C2\C(=O)N(c3ccc(C(N)=O)cc3)N=C2C)ccc1OC(=O)c1cccs1	-30%	2%	?	?	-19%	-7	?	-8%	-1%
Nc1nc(CSC(=S)N2CCCCC2)nc(Nc2ccccc2)n1	-1%	-4%	-20%	-6%	4%	?	-4%	?	3%
O=c1c2ccccc2nnn1COc1cccc2ccccc12	-10%	11%	?	-3%	12%	-17	0%	0%	3%
Cc1noc(C)c1COc1ccc(C(=O)NCc2ccccn2)cc1	10%	1%	-3%	0%	5%	22	-2%	-8%	-4%
O=C(CSc1ccc(Cl)cc1)N1CCN(c2c(Cl)cccc2[N+](=O)[O-])CC1	-28%	0%	25%	-12%	20%	-14	-29%	0%	6%
CC(C(=O)Nc1cccc([N+](=O)[O-])c1)N(c1ccccc1)S(C)(=O)=O (centres undefined)	0%	-10%	-14%	-2%	1%	14	-12%	-2%	8%
Cc1ccsc1/C=C1/CN(C)Cc2c1nc1ccccc1c2C(=O)O	7%	?	-7%	-11%	1%	-11	7%	2%	-21%
CCOC(=O)[C@]12CCC=C1N(Cc1cccc3ccccc13)C(=O)[C@H](CC(=O)NCc1ccc(OC)c(OC)c1)C2	?	·	·	-12%	?	?	?	?	6.5µM*
Cc1ccc(CCN2CC(C(=O)NCc3ccco3)CC2=O)cc1 (centres undefined)	19%	-5%	-12%	-3%	-9%	9	16%	4%	17%
CSC(=NC#N)N1CCN(c2ccccn2)CC1	?	3%	0%	11%[57.1 µM]	-2%	-2	15%	8%	2%
CC1CCCCC1NS(=O)(=O)c1ccc2c(c1)CC(=O)N2C (centres undefined)	0%	-4%	7%	-9%	·	24	0%	24%	0%
Cc1ccc(S(=O)(=O)N(C)CC(=O)NNC(=O)CCNS(=O)(=O)c2cccc(C)c2)cc1	8%	-10%	-1%	3%	·	13	0%	21%	-1%
Cc1ccc(S(=O)(=O)/C(C#N)=C/c2c[nH]c3ccccc23)cc1	2%	?	?	-18%	-1%	15	6%	-28%	-1%
S=c1[nH]nc(-c2ccccc2)n1/N=C/c1cccc(Br)c1	-27%	1%	25%	-8%	-14%	4	-9%	-2%	-1%
CCOC(=O)c1c(C)[nH]c(C(=O)CN2C(=O)NC(C)(CC(C)C)C2=O)c1C (centres undefined)	-17%	8%	13%	-2%	-14%	-9	-1%	-37%	-12%
O=C(Cc1ccccc1)NCC(=O)N1CCN(c2ccccc2F)CC1	-3%	1%	-1%	0%	8%	15	5%	-26%	21%
COc1ccc(-n2cnnc2SCC(=O)Nc2cc(S(=O)(=O)N3CCCCC3)ccc2C)cc1	6%	0%	15%	-36%[57.1 µM]	-1%	-30	-3%	?	-5%
CCOc1cc(C(=O)N2CCOCC2)ccc1OCc1ccccc1	2%	1%	-10%	1%	-6%	10	-4%	?	6%
COc1cc(C(=O)N(C)C2CCCN(Cc3ccccc3F)C2)cc(OC)c1OC (centres undefined)	18%	-1%	?	5%	-13%	15	9%	?	-3%
COc1cccc(/C=N/n2c(-c3ccco3)nc3ccccc3c2=O)c1OC	14%	-5%	-8%	-33%[57.1 µM]	-6%	-4	19%	-3%	3%
C=CCN(C(=O)c1csnn1)C(C(=O)NCc1ccc(F)cc1)c1ccccc1F (centres undefined)	2%	-2%	23%	-1%	8%	-14	1%	-7%	-2%
CC(=O)NS(=O)(=O)c1ccc(NC(=O)c2ccc(Cl)cc2[N+](=O)[O-])cc1	14%	-2%	3%	-19%	-1%	38	2%	-3%	5%
CCCNC(=O)c1noc2c1CCc1ccccc1-2	10%	-5%	-2%	8%	51%[activator]	36	?	16%	-1%
C=CCN(C(=O)CN1CCCCC1)c1nc(-c2ccccc2)cs1	?	-6%	?	-13%	-9%	-13	?	-14%	0%
CSc1ncc(Cl)c(C(=O)Nc2c(C)cccc2C)n1	0%	12%	0%	7%	·	-12	13%	7%	-1%
CN(Cc1ccccc1)C(=O)c1nc2ccccn2c1CN1CCC(N2CCOCC2)CC1	1%	-8%	-14%	-1%	3%	9	3%	-6%	2%
CC(=O)c1cccc(-c2ccc3c(c2)C(C)(Cc2ccccc2F)C(=O)N3)c1 (centres undefined)	?	·	·	-5%	?	82	-7%	-3%	0%
CCN(C(=O)CSc1nc2cc(Cl)ccc2c(=O)n1Cc1ccco1)C1CCS(=O)(=O)C1 (centres undefined)	3%	-24%	6%	10%	-6%	-27	3%	-5%	9%
CCOc1ccc(C(=O)Cc2cc(OC)c(OC)cc2[N+](=O)[O-])cc1	-5%	5.8µM*	4.6µM*	1%	6%	3	4%	-2%	-3%
FC(F)Oc1ccc(NC(=S)NCc2cccnc2)cc1	3%	-5%	-2%	13%	-28%	-5	10%	?	-16%
O=C(CSc1nnnn1Cc1ccccc1)c1ccc(F)cc1	5%	-1%	?	-7%	33%	13	-2%	2%	1%
COc1ccc(C(=S)N2CCN(c3ccccc3C)CC2)cc1OC	-3%	?	?	-17%	-8%	?	-9%	?	0%
COc1ccccc1NS(=O)(=O)c1cccc(C(=O)NCC(C)(C)N2CCOCC2)c1	3%	3%	15%	-1%	3%	0	11%	18%	9%
Fc1ccc(CNc2ccc(CNc3ncn[nH]3)cc2)cc1	2%	-5%	21%	1%	15%	13	9%	-18%	1%
COc1ccc(-c2coc(CCC(=O)N3CCN(c4cc(C)ccc4C)CC3)n2)cc1	7%	-7%	?	0%	-9%	40	5%	?	5%
O=C(Nc1cccc2ccccc12)c1csc([C@@H]2O[C@H](CO)[C@@H](O)[C@H]2O)n1	10%	·	·	3%	1%	-17	27%	3%	0%
NC(=O)C1CCN(c2nc(C3CC3)nc3c2nnn3Cc2ccccc2Cl)CC1	-1%	-2%	21µM*	0%	-11%	-5	3%	-17%	8%
CCCCSc1nc(N)nc2c1ncn2C1OC(CO)C(O)C1O (centres undefined)	-10%	?	2%	-23%	-6%	12	-5%	-19%	1%
COc1cccc(-c2nnc(NC(=O)CCS(=O)(=O)c3ccc(F)cc3)o2)c1	-13%	·	·	5%	·	?	-30%	11%	-1%
O=[N+]([O-])c1ccc(N2CCN(CCOc3nonc3-c3ccccc3)CC2)c(Cl)c1	-14%	-3%	-23%	140%[activator]	-11%	-4	-4%	-19%	-6%
NCC(=O)NCC(=O)NC[C@H]1O[C@@H](n2ccc(=O)[nH]c2=O)[C@H](O)[C@@H]1O	1%	11%	-4%	-8%	8%	27	8%	0%	0%
CC12CCC(c3c(CO)nn(-c4ccccc4)c31)C2(C)C (centres undefined)	5%	0%	-2%	2%	2%	-1	12%	1%	5%
CN(C)C(=O)c1cccc(-c2cnc3c(NC=O)cc(-c4ccccc4F)cn23)c1	-17%	·	·	-13%	-34%	4	-4%	0%	?
CCOc1ccccc1N(C)S(=O)(=O)c1ccc2c(c1)CC(C)N2C(=O)C1CC1 (centres undefined)	15µM*	?	?	-5%	?	-4	?	?	-16%
Cc1ccc(C(=O)CCC(=O)CCC(=O)O)cc1	3%	0%	29%	0%	-12%	4	9%	3%	1%
COc1ccc(-c2ccc3oc(-c4ccc(OC)cc4)c(C#CCCO)c3c2)cc1	-14%	6%	?	0%	-29%	-15	-12%	0%	0%
COc1cc(F)ccc1-c1csc(C(C)(O)c2ccc(F)c(F)c2)n1 (centres undefined)	?	·	·	-1%	?	17	-26%	1%	0%
COc1cccc(C(C(=O)NCc2ccccc2)N2CCN(C(=O)C3CCCO3)CC2)c1OC (centres undefined)	17%	·	·	4%	·	-21	-2%	-27%	14%
CC1=C(C(=O)N(C(C)C)C(C)C)CC(CC(=O)NCc2cccc3ccccc23)C(=O)N1CCC1=CCCCC1 (centres undefined)	?	·	·	-11%	?	-80*	?	?	-23%
CCCCN(C(=O)COc1ccc(NC(C)=O)cc1)C1CCS(=O)(=O)C1 (centres undefined)	-2%	-9%	0%	-1%	-2%	2	0%	0%	2%
CC1(C)CC(NC(=O)C2CCC(=O)N(C3CC3)C2)CC(C)(C)C1 (centres undefined)	7%	-4%	-8%	1%	-3%	18	2%	13%	-1%
O=C(OCC(=O)N(Cc1ccccc1)C1CCS(=O)(=O)C1)c1cc2c(s1)CCCC2 (centres undefined)	-2%	0%	13%	-8%	7%	-7	-5%	3%	18%

As entered above.
`COc1cc(F)ccc1-c1csc(C(C)(O)c2ccc(F)c(F)c2)n1` (centres undefined) in IL-1B inflam inh is entered as 17
`O=C(CSc1ccc(Cl)cc1)N1CCN(c2c(Cl)cccc2[N+](=O)[O-])CC1` in SW480 rerep is entered as 0%
`COc1cc(C(=O)N(C)C2CCCN(Cc3ccccc3F)C2)cc(OC)c1OC` (centres undefined) in HT1080 IDH1KD tx is entered as 18%

Rows were taken by chance; about 12% have a hit in one of these screens.
